TDP2 inh: TDP2 (human) inhibition, absorbance primary screen | recombinant TDP2, T5PNP hydrolysis, p-nitrophenol absorbance 415 nm | inhibition, % at 12.8 µM | actives 0.34% (n = 370,000) | AID 720702;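 active means inhibition above the mean of all tested compounds plus 3 SD, set per campaign, cut at about 25% in these data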;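 further: 0% = DMSO with enzyme and 100% = buffer with substrate but no TDP2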
Target sequence (O95551 whole entry, looked up): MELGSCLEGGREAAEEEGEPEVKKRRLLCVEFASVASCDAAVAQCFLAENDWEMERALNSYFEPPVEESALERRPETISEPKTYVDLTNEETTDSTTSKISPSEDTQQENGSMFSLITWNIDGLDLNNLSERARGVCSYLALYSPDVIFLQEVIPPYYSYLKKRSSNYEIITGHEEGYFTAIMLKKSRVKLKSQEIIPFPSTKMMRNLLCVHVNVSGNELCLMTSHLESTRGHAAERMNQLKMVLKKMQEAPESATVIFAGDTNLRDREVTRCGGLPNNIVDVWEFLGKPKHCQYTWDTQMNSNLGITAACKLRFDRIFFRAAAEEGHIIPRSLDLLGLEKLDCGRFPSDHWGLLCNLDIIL
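System – recombinant human TDP2 · Amount – 120 nM TDP2 per well · Buffer or medium – Mg2+-containing Tris-HCl buffer, pH 7.5 · Reagent – T5PNP substrate, 5 mM · Dosing – 12.8 µM single point, 1% DMSO · Incubation – 2 h at 37 °C · Measured by – epi absorbance · Read-out basis – percent inhibition · Benchmarks – high control without enzyme, low control DMSO plus TDP2 · Repeats – singlicate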
LEDGF integ inh: blocks HIV-1 LEDGF/p75-dependent DNA integration | AID 743269 | inhibition, % at 3.7 µM | actives 0.64% (n = 370,000) | TR-FRET IN-LEDGF/p75 DNA integration, Eu/Cy5;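 active means inhibition above the screen-wide mean plus 3 SD, cut at about 13% in these data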;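 further: signal is the Cy5 over europium emission ratio at 671 and 618 nm; 0% = plate median of compound wells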
HTRA1 inh: blocks human HTRA1 serine peptidase | recombinant HTRA1, FP-rhodamine activity-based probe, fluorescence polarization | actives 0.5% (n = 340,000) | inhibition, % at 5.96 µM; in the data active means inhibition above about 36%;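 further: 0% = enzyme with DMSO and 100% = wells lacking enzyme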
Target sequence (Q92743 whole entry, looked up): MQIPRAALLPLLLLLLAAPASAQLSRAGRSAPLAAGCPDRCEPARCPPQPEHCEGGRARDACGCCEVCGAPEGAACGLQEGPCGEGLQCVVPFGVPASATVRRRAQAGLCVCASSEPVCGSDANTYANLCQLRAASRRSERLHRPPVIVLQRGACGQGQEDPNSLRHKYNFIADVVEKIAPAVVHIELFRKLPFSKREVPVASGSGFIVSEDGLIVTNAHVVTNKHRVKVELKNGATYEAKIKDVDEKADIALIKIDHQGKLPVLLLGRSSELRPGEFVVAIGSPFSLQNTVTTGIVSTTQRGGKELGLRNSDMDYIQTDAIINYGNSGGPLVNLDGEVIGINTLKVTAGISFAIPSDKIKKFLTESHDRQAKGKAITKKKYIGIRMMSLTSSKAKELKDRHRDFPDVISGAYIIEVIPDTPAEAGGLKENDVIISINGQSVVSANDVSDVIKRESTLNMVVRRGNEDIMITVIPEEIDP
SIAE inh: human SIAE inhibition, primary screen; inhibition, % at 9.66 µM; actives 0.69% (n = 370,000); SIAE FP-Rh probe binding, fluorescence polarization;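 active means inhibition above a cutoff: mean of compounds within the control limits plus 3 SD of those, cut at about 17% in these data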;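 further: 0% = plate median of compound wells and 100% = probe without SIAE protein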
UHRF1 MBD2 ctr: UHRF1 methyl-DNA binding inhibition; Q96T88; UHRF1 binding to methylated oligo, TR-FRET; inhibition, % at 4.4 µM; actives 0.75% (n = 370,000); in the data active means inhibition above about 21%;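 further: UHRF1 SRA domain binding a hemimethylated CpG hairpin DNA probe; 0% = median of test compound wells and 100% = reference inhibitor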
TCR CD3 inh: human TCR-CD3 binding inhibition; TAMRA-labeled TCR probe fluorescence, biochemical; inhibition, % at 9.4 µM; actives 0.37% (n = 360,000); AID 651800; in the data active means inhibition above about 19%;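 further: recombinant mutant TCR 2C K166C tagged with TAMRA read by polarization; 0% = receptor in buffer alone and 100% = receptor with positive control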
mABHD4 FP: inhibitors of mouse ABHD4; inhibition, % at 8.92 µM; purified mABHD4, FP-Rh probe fluorescence polarization; Q8VD66; actives 0.54% (n = 370,000); AID 720543;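 active means inhibition exceeding the mean over every tested compound plus 3 SD, cut at about 30% in these data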;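 further: 0% = plate median of compound wells and 100% = S159A mutant with DMSO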
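Assay system: wild-type mouse ABHD4 protein; compound: single nominal dose of 8.92 µM, 0.89% DMSO final; schedule: 45 min + 60 min at 25 °C; measured by: FP readout, ex 525 nm / em 598 nm; evaluation: % inhibition of FP-Rh probe binding versus controls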
DDE Tn7 FP inh: disrupts Tn7 cyclic peptide binding to fibrin D-Dimer-E complex | FP displacement of FITC-Tn7 peptide from fibrin DD(E); 0% = median of compound wells per plate | inhibition, % at 8.3 µM | actives 0.13% (n = 370,000) | AID 720508;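 active means inhibition above the mean of compounds falling within the control limits plus 3 SD of them, cut at about 14% in these data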;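 further: 0% = plate median of compound wells and 100% = 10 µM Aha-Tn7 peptide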
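system = human fibrin DD(E) protein | quantity = DD(E) 2 µM final | medium = Tris/NaCl/CaCl2 buffer, pH 7.8 | also added = labelled Tn7 tracer, 0.1 µM | compound dosing = single point at 8.3 µM | timing = compound with protein 10 min, then 3 h after probe, room temperature | signal = FP measurement | benchmarks = Aha-Tn7 high control | repeats = one replicate per compound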
PRMT1 FP inh: PRMT1 (human) inhibition, primary screen; Q99873; recombinant PRMT1, activity-based probe fluorescence polarization; inhibition, % at 2.79 µM; actives 1.3% (n = 370,000); AID 652257;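 active means inhibition above about 21% made by adding two undisclosed values, limit read from the data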
PG9 Ab binder: binds the HIV-1 gp120 antibody PG9; inhibition, % at 6.7 µM; actives 0.43% (n = 360,000); AID 624416; TR-FRET gp120-PG9 antibody binding; in the data active means inhibition above about 8.5%
Numbers without * were called inactive; . = no result given.

TDP2 inh	LEDGF integ inh	HTRA1 inh	SIAE inh	UHRF1 MBD2 ctr	TCR CD3 inh	mABHD4 FP	DDE Tn7 FP inh	PRMT1 FP inh	PG9 Ab binder	smiles
-2	1	-6	-6	-2	8	-2	0	-1	0.9	Cc1ccc(-c2csc3nc4ccc(C(=O)NCCO)cc4c(=O)n23)cc1
-2	1	-7	1	5	-5	9	1	1	2.0	CCOC(=O)N1CCN(c2ncnc3c2[nH]c2ccc(F)cc23)CC1
-4	10	0	9	4	4	1	4	5	-1.4	C=CCC1(NC(C)c2ccccc2)CCCCC1 (centres undefined)
0	1	0	0	-4	-5	1	-5	-1	0.5	CC(C)(C)c1ccc(S(=O)(=O)N2CCSC2)cc1
-4	-1	.	-27	-1	2	-23	5	0	-0.9	COc1ccc(N2C(=O)c3[nH]nc(-c4ccccc4)c3C2c2ccc(Br)cc2)cc1 (centres undefined)
-5	0	4	2	0	-1	9	-1	-1	-2.0	O=C1CN(c2ccccc2F)C(=O)CN1c1ccccc1F
-8	1	-3	-2	4	-4	-12	-5	-1	-0.7	CCc1ccccc1NC(=O)CSc1nc2ccccc2n1CC(=O)N(C)C
10	-3	-12	-1	1	-6	-11	-3	2	1.8	C=CCNc1nc(Nc2ccc(Cl)cc2)nc(OC)n1
-14	-1	1	4	-2	4	3	2	0	-3.9	CCOC(=O)c1cccnc1SCC(=O)NCc1ccccc1
-30	1	-6	-5	3	-3	-6	2	-2	-3.8	COc1ccc(C(=O)NCCN2CCOCC2)cc1[N+](=O)[O-]
-8	3	-2	-7	-1	0	4	-10	-1	3.6	Cc1nn(C)cc1NC(=O)CCSc1nc(-c2ccco2)cc(C(F)(F)F)n1
-4	3	2	0	1	3	3	-12	0	-0.4	COC(=O)c1sc(N2CCCCC2)c(C#N)c1N
12	-1	.	0	-2	7	3	2	0	16*	S=c1nc(Cc2ccc(Cl)cc2)[nH]c2ccccc12
11	1	-3	-9	1	5	11	0	2	1.0	CCOC(=O)C1CCCN(Cc2ccccc2F)C1 (centres undefined)
0	1	-8	-4	-1	2	-5	4	-1	-3.0	CCn1c(SCC(=O)NC(=O)Nc2ccc3c(c2)OCCO3)nnc1-c1cccs1
-10	-2	-1	6	8	-9	-5	-4	10	0.1	C/C(=N\NC(=S)NC(C)C)c1ccc(Cl)c([N+](=O)[O-])c1
2	-2	-7	-3	1	-6	4	-3	5	-2.3	CC(=O)c1cc(-c2ccc(F)cc2)n(CCC(=O)Nc2cccc(C)n2)c1C
-3	0	-5	-5	0	9	-4	8	3	1.4	Cc1ccc(S(=O)(=O)N(C)c2ccc(OC(=O)c3ccc(=O)[nH]c3)cc2)cc1
10	0	-2	2	-3	3	-15	5	0	-2.3	O=S(=O)(CCc1nc2ccccc2[nH]1)c1ccc(Br)cc1
-14	-7	-9	1	3	-3	-10	1	1	-1.8	COc1ccc(C(=O)N(Cc2ccccc2)c2cccc(C)c2)cc1
9	-4	-9	-4	-1	3	-2	2	2	0.6	O=C(Nc1ccccc1C(F)(F)F)c1cc(-c2ccccc2O)on1
-7	-4	-2	-1	3	-3	-1	2	3	-0.2	O=C1CC(Cc2ccc(Br)cc2)C(=O)N1c1ccccc1 (centres undefined)
-1	4	2	0	0	2	-3	-1	1	-2.6	COc1ccc(-c2nnc(SCC(=O)Nc3cc(S(=O)(=O)N4CCCCC4)ccc3Cl)n2N)cc1
-3	1	0	-3	-3	9	-4	3	-3	-1.8	CCn1c(CNC(=O)c2ccco2)nnc1SCC(=O)c1ccccc1
-2	-1	2	-2	-1	-1	-7	0	-6	0.4	O=C(Nc1ccccc1C(=O)NCc1cccnc1)c1ccco1
-1	-1	-3	4	7	3	-8	-4	1	-1.5	COc1ccc2nc(N3CCCC(C(=O)NCCCN4CCN(C)CC4)C3)sc2c1 (centres undefined)
4	0	0	-12	0	0	-2	4	-1	1.6	CCC(C)NC(=O)CSc1nnc(-c2cc(-c3cccs3)nc3ccccc23)o1 (centres undefined)
5	-3	.	-6	3	-2	4	-4	2	0.8	CC(=O)NCCNC(=O)C1(C)Cc2c(-c3ccccc3)ccnc2O1 (centres undefined)
5	-1	1	2	1	0	-5	6	-4	-1.2	CCNC(=S)N1CCN(C(=O)C(Cc2ccccc2)NC(C)=O)CC1 (centres undefined)
-1	-4	6	3	4	-2	-2	1	3	0.1	C/C(N)=N\S(=O)(=O)c1ccc(Cl)cc1
4	13*	5	-7	10	6	20	-4	4	0.1	CCCc1cc(=O)oc2cc(C)c(CN3CCCC3)c(O)c12
-6	-2	-3	1	-2	7	-2	-3	4	1.5	Cc1ccc(-n2c(-c3ccccc3)n[nH]c2=S)cc1
0	-3	6	10	-4	-6	11	1	9	-1.8	Nc1cccc2cccc([N+](=O)[O-])c12
-1	2	-8	-1	-1	1	2	5	-1	0.1	CCn1c(C)csc1=NC(=O)c1ccccc1
2	-1	2	-1	0	0	2	4	1	0.0	Cn1c(=O)c2c(nc3n2CCS3)n(C)c1=O
1	0	.	7	-3	5	6	4	6	-1.6	Nc1[nH]c(C(=O)c2ccccc2)c(-c2cccnc2)c1C(=O)c1ccccc1
2	3	10	1	2	-7	2	1	-1	-0.1	Cc1ccc(C(=O)c2ccccc2C(=O)O)c(O)c1
6	-1	1	-6	3	0	-1	-16	3	-1.8	CCOc1cc(C)nc(N2CCC(C(=O)Nc3ccccc3OCC)CC2)n1
11	0	6	5	-1	5	-3	5	-3	-3.6	O=C(O)C1C2CCC(C2)C1C(=O)Nc1ccc(Cl)c(Cl)c1 (centres undefined)
-1	1	6	8	-1	-2	-1	4	3	0.9	Cc1nn(CC(=O)OCC(=O)Nc2cccc(S(N)(=O)=O)c2)c(C)c1[N+](=O)[O-]
15	4	-5	3	-1	8	14	-1	-2	-4.1	O=C(Nc1nccs1)c1ccc(-c2ccccc2[N+](=O)[O-])o1
6	-4	.	8	0	.	2	4	3	.	COC1=C[C@H](C(=O)NCCOC(C)=O)[C@H](C)[C@@H](c2ccccc2)CC1=O
0	2	.	-2	9	.	-1	-6	0	.	CCCN1CCS(=O)(=O)N(Cc2cn(Cc3ccc(Cl)cc3)nn2)C(C(=O)OC)C1 (centres undefined)
7	3	-70	-16	-2	-3	-7	1	-1	0.9	Fc1ccc(CNc2nc(-c3cccnc3)nc3ccccc23)cc1
5	-5	-1	10	-3	-1	3	3	5	5.0	Cc1ccc(S(=O)(=O)N(C)c2ccc(C(=O)NCc3cccnc3)cc2)cc1
-2	0	-2	7	2	7	-2	4	5	-1.8	CCn1c(N2CCN(S(=O)(=O)c3ccc(F)cc3)CC2)nc2ccccc21
0	-1	0	1	-1	-1	-4	1	-1	1.4	O=C(c1ccncc1)N1CCN(S(=O)(=O)c2cc(C(F)(F)F)cc(C(F)(F)F)c2)CC1
-2	2	5	7	1	-2	-1	-2	2	1.4	COc1ccc(C(=O)NCc2nnc(SCC(=O)N3CCCC3)o2)cc1OC
6	0	-1	3	-9	87*	27	56*	136*	0.8	CN(CC(=O)Nc1ccc(F)cc1)C(=O)COC(=O)c1ccc(=O)n(Cc2ccccc2)n1
8	1	-8	-11	0	4	10	9	8	-0.2	O=C(CCN1C(=O)c2ccccc2C1=O)NCc1ccco1
-12	18*	12	1	23*	4	15	-6	8	-5.0	COc1cc(C)cc(C(=O)O)c1C1=C(O)c2cccc(O)c2C(=O)C1=O
10	1	7	7	-2	5	-1	-2	2	-0.8	O=C(COc1ccc(Br)cc1)NCCO
9	3	.	4	1	0	2	1	-2	-0.8	CCc1nc2ccc(C(=O)NC3CCN(Cc4ccccc4)CC3)cn2c1N(C)Cc1cccs1
16	-1	-3	5	-3	0	3	-10	-3	-3.1	CC(=O)c1ccc(N2CCN(C(=O)c3cccs3)CC2)c(F)c1
4	5	-3	1	-1	1	2	-2	-2	0.6	O=C(O)CNC(=O)c1ccc2c(c1)OCCO2
6	2	3	2	-1	-1	3	-5	1	-2.1	O=C(OCCN=C1NS(=O)(=O)c2ccccc21)c1cccc([N+](=O)[O-])c1
1	0	0	-4	1	-2	-4	-3	-5	-1.9	CC(C)C[C@H](NC(=O)N1c2ccccc2NC(=O)[C@@H]1C(C)C)C(=O)N1CCC[C@@H]1C(=O)O
-9	1	12	6	-2	4	8	5	-3	-4.0	COC(=O)N/N=C/c1sc(N2CCCCC2)nc1-c1cccs1
12	2	-3	-2	-1	6	4	-3	-4	-0.8	Cc1ccc(S(=O)(=O)N[C@H](C(=O)N2CCC(C(=O)N[C@@H](CCC(N)=O)C(=O)O)CC2)C(C)C)cc1
-4	1	-1	-1	0	4	-5	4	-3	0.5	CCOC(=O)Cn1nc(C)c(NC(=O)COc2cccc(Cl)c2)c1C

(listing goes on)
TDP2 inh	LEDGF integ inh	HTRA1 inh	SIAE inh	UHRF1 MBD2 ctr	TCR CD3 inh	mABHD4 FP	DDE Tn7 FP inh	PRMT1 FP inh	PG9 Ab binder	smiles
-10	2	1	3	1	-5	-3	-2	-2	1.1	CSCc1ccc(C(=O)NCC(c2cccs2)N2CCOCC2)cc1 (centres undefined)
-11	-3	-70	-17	-1	0	-14	-6	2	-1.6	COc1cc2c(cc1NC(=O)CN(C)Cc1ccc(OC)c(OC)c1)oc1ccccc12
-4	-1	.	9	9	4	3	3	-2	-1.0	Cc1cccc(CN2CCN(C3CN(Cc4cn(Cc5ccccc5C(F)(F)F)nn4)S(=O)(=O)C3)CC2)c1 (centres undefined)
22	-5	6	2	0	-3	9	-1	0	-1.8	CC(C)(C)C1CCCCC1NC(=O)c1ccncc1 (centres undefined)

By substructure: the compounds so far containing an NH in an aromatic ring
TDP2 inh	LEDGF integ inh	HTRA1 inh	SIAE inh	UHRF1 MBD2 ctr	TCR CD3 inh	mABHD4 FP	DDE Tn7 FP inh	PRMT1 FP inh	PG9 Ab binder	smiles
-2	1	-7	1	5	-5	9	1	1	2.0	CCOC(=O)N1CCN(c2ncnc3c2[nH]c2ccc(F)cc23)CC1
-4	-1	.	-27	-1	2	-23	5	0	-0.9	COc1ccc(N2C(=O)c3[nH]nc(-c4ccccc4)c3C2c2ccc(Br)cc2)cc1 (centres undefined)
12	-1	.	0	-2	7	3	2	0	16*	S=c1nc(Cc2ccc(Cl)cc2)[nH]c2ccccc12
-3	0	-5	-5	0	9	-4	8	3	1.4	Cc1ccc(S(=O)(=O)N(C)c2ccc(OC(=O)c3ccc(=O)[nH]c3)cc2)cc1
10	0	-2	2	-3	3	-15	5	0	-2.3	O=S(=O)(CCc1nc2ccccc2[nH]1)c1ccc(Br)cc1
-6	-2	-3	1	-2	7	-2	-3	4	1.5	Cc1ccc(-n2c(-c3ccccc3)n[nH]c2=S)cc1
1	0	.	7	-3	5	6	4	6	-1.6	Nc1[nH]c(C(=O)c2ccccc2)c(-c2cccnc2)c1C(=O)c1ccccc1

High-throughput results deposited in PubChem by The Scripps Research Institute Molecular Screening Center.
